Compound activity (PubChem)
14-3-3 Bad inh: inhibitors of 14-3-3 zeta/Bad binding, primary screen, biochemical, TR-FRET, bovine 14-3-3 zeta; 14-3-3 protein zeta/delta (Bos taurus), P63103; TR-FRET 14-3-3zeta/Dy647-pBad peptide displacement, 1 h; inhibition, % at 21.7 µM; 220,000 compounds, 0.71% hits; AID 781, 2007;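 active = inhibition above about 70%, limit read from the data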;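 also: 0% = full 14-3-3 plus peptide FRET controls and 100% = background without 14-3-3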
Target sequence (P63103 whole entry, looked up): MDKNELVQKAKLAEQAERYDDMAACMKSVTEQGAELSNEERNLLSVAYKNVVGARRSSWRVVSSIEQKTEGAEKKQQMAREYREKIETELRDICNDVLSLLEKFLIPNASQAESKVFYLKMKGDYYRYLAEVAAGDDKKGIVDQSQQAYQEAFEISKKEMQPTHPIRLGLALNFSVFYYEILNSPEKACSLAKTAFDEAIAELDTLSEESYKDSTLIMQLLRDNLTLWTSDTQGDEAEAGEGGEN
NPY Y1 blocker: NPY-Y1 receptor antagonists, primary screen, cell-based; Neuropeptide Y receptor type 1 (Homo sapiens), P25929; HEK293-CNG Y1 cells, membrane potential fluorescence; NPY at EC95, then isoproterenol; inhibition, % at 3.6 µM; 200,000 compounds, 1% hits; AID 1040, 2008;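 active = inhibition above the campaign mean inhibition of all tested compounds plus 3 SD, cut at about 20% in these data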;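 also: 0% = DMSO wells given NPY plus isoproterenol and 100% = isoproterenol alone without NPY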
Target sequence (P25929 whole entry, looked up): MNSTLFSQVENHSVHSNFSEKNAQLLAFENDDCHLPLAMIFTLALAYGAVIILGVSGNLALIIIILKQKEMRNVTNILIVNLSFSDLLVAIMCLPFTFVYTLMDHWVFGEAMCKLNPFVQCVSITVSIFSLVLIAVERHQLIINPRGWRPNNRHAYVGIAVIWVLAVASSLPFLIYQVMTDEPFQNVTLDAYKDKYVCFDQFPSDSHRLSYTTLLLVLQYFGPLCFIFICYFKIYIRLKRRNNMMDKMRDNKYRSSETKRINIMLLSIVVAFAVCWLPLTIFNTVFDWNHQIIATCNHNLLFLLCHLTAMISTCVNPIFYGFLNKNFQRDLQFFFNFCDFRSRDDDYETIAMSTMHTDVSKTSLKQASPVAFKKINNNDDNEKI
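Assay system: HEK293 cells with Y1 receptor plus CNG channel | Probe or stimulus: NPY (25 nM), isoproterenol (1 µM), Ro 20-1724 (25 µM) | Timing: Compound incubation 1 h at room temperature, readout 45 min post-stimulation | Measured by: Membrane-potential fluorescent dye readout | Benchmarks: High control isoproterenol alone, low control NPY with isoproterenol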
TRPML3 agonist: human TRPML3 channel agonists, primary screen, cell-based, HEK293 TRPML3-YFP, Fluo-8 calcium fluorescence, 3 µM; 100% = the carbachol control signal; 220,000 compounds, 0.29% hits; Mucolipin-3 (Homo sapiens), Q8TDD5; activation, % at 3 µM;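 active = activation above its plate's cutoff, the mean activation of the plate's test wells plus 3 SD, cut at about 12% in these data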;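 also: 0% = DMSO only wells and 100% = carbachol wells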
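Material: HEK293 cells stably carrying human TRPML3-YFP; compound dosing: single dose, 3 µM final nominal compound, 0.3% DMSO final; incubation: 1-h 37 °C dye load, 5-s basal, 120-s post-compound reads; technique: Fluo-8 intracellular calcium fluorescence, excitation 470-495 nm, emission 515-575 nm; read-out basis: percent activation from peak-to-basal fluorescence ratio, scaled between DMSO and carbachol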
EP2 antag: human EP2 receptor antagonists, primary screen, TR-FRET cAMP, C6 glioma cells; 260,000 compounds, 0.52% hits; inhibition, % at 25 µM; C6 glioma cells expressing human EP2; cells stimulated with saturating PGE2; AID 1422, 2008; Prostaglandin E2 receptor EP2 subtype (Homo sapiens), P43116;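 active = percent inhibition above 40 after rounding to a whole number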;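 also: rat C6 glioma host cells with rolipram phosphodiesterase inhibitor present; the protocol text gives 20 µM as final concentration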
Target sequence (P43116 whole entry, looked up): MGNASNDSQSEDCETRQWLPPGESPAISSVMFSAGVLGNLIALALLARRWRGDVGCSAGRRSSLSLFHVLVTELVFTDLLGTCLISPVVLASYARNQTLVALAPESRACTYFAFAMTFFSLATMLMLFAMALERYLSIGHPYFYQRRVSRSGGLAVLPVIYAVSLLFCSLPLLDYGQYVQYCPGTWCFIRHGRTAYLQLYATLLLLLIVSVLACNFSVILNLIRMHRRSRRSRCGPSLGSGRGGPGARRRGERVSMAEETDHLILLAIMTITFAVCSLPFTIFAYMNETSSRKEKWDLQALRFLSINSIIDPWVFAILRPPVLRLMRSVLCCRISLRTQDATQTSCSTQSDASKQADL
PPC-1+TRAIL kill: compounds killing PPC-1 cancer cells with TRAIL present, primary screen, TRAIL potentiator project, ATPLite luminescence, uHTS; PPC-1 cells + TRAIL, ATPLite viability luminescence; cell killing (% activity), % at 4 µM; 220,000 compounds, 0.41% hits;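 active = cell killing above 50% in the first pass at 4 µM, then a duplicate retest at 5 µM averaging 50% or more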;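 also: plate controls were cells with TRAIL plus DMSO for no effect and medium-only wells lacking cells for full effect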
zfTRPN1 agonist: zebrafish TRPN1 channel agonists, primary screen, cell-based, HEK293, calcium fluorescence; transient receptor potential cation channel N1 (TRPN1/NompC), Danio rerio; HEK293 zebrafish TRPN1-YFP, Fluo-8 calcium fluorescence; 100% = response to 87 µM carbachol; activation, % at 3 µM; 220,000 compounds, 0.18% hits;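 active = activation above its plate's cutoff, the mean activation of test wells on that plate plus 3 SD, cut at about 19% in these data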;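 also: 0% = DMSO alone and 100% = 87 µM carbachol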
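Control set: carbachol 87 µM as high control, DMSO as low control; system: HEK293 stable line with zebrafish TRPN1-YFP; read-out: % activation versus carbachol response; detection: intracellular calcium fluorescence with Fluo-8; doses: single test compound dose, 3 µM nominal, 0.3% DMSO; schedule: dye 1 h 37 °C plus 30 min RT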
CHOP inh: inhibitors of CHOP promoter induction, primary screen, cell-based, unfolded protein response, luciferase reporter; 220,000 compounds, 3.8% hits; CHO-K1 CHOP-promoter luciferase, tunicamycin-induced, 15-18 h; inhibition, % at 10 µM;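 active = compounds that reduced the stress-induced luciferase reporter signal by more than about 70% of percent inhibition, limit read from the data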;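 also: 0% = tunicamycin plus vehicle and 100% = wells without tunicamycin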
NPY-Y1 PAM-ag: NPY-Y1 receptor potentiators or agonists, primary screen, cell-based; Neuropeptide Y receptor type 1 (Homo sapiens), P25929; NPY-Y1 expressing cells, potentiator/agonist activation; activation, % at 3.6 µM; 220,000 compounds, 0.37% hits; AID 1304, 2008; in the data active = activation above about 33%, passing the limit was not always enough;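 also: cells stimulated with NPY at EC10 then isoproterenol at EC100; 0% = low agonist plus stimulus and 100% = saturating agonist plus stimulus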
EP2 modulator: EP2 receptor modulators, cAMP readout, primary screen, cell-based, HTRF cAMP, PGE2 stimulation | Prostaglandin E2 receptor EP2 subtype (Homo sapiens), P43116 | EP2-expressing cells, cAMP HTRF FRET, PGE2 co-stimulation | induction, % at 25 µM | 260,000 compounds, 0.83% hits;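 active = compounds whose cAMP rise, as percent of the full-agonist control response, exceeds 60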;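 also: rat C6 glioma line stably carrying human EP2 under a CMV promoter; the protocol text gives 20 µM as final concentration; 100% = response of wells given 1 µM PGE2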
Numbers without * were called inactive; x = not tested or not shown; & = joins results of further samples; [ ] = remark or other dose. Only part of the results is shown; count on the stated rates, not on these rows.

Each structure is followed by: 14-3-3 Bad inh | NPY Y1 blocker | TRPML3 agonist | EP2 antag | PPC-1+TRAIL kill | zfTRPN1 agonist | CHOP inh | NPY-Y1 PAM-ag | EP2 modulator
> CSc1cccc(NC(=S)N(CCCN2CCCC2)Cc2cccn2Cc2ccc(Cl)cc2)c1
    36 | 6 | 0.5 | 2 | 13 | -0.1 | 22 | -18 | -13
> Oc1ccc(CNc2ccccc2)c2cccnc12
    -74 | -2 | -0.4 | 3&6 | x | 0.1 | -99 | 0 | -4&-16
> COc1ccc(N=Cc2nc(-c3ccccc3)oc2OC(C)=O)cc1
    0 | x | 0.8 | 13 | 14 | 1.5 | -2 | 19 | -27
> COc1ccc(N(C(=O)/C=C/c2ccccc2)C2=CC3CCC(C2)N3C)cc1 (centres undefined)
    4 | x | 0.8 | 10 | 14 | 2.5 | 8 | -37 | -8
> CC1(C)CC(=O)c2c(nn(-c3ccccc3)c2N)C1
    -1 | 2 | -0.2 | 6 | -23 | 0.8 | -32 | -8 | 3
> COCCn1c(CN2CCN(c3ccc(F)cc3)CC2)nc2c1c(=O)n(C)c(=O)n2C
    0 | 1 | 1.2 | 10 | 14 | 0.2 | 11 | 17 | -19
> Clc1cccc(-c2ccnc3nc(-n4cccc4)nn23)c1
    9 | 3 | -0.7 | 2 | 17 | -1.4 | 76* | 8 | 12
> COc1ccc(Cn2cccc(NC(=O)Nc3cccc(C#N)c3)c2=O)cc1
    43 | -6 | 2.3 | 8 | 15 | 3.4 | 24 | 26 | 4
> OCC1(Cc2ccccc2)CCN(Cc2ccccn2)CC1
    -12 | 6 | -0.4 | 15 | -3 | 0.8 | 13 | 8 | -17
> Cc1ccc(NC(=O)c2ccc(NCCN)c([N+](=O)[O-])c2)cc1
    -7[fluorescence artefact?] | -4 | 0.5 | 8 | 16 | -0.5 | 30 | 17 | -42
> CC1(C)CC(=O)C2=C(C1)c1c(ccc3ccccc13)NC2c1ccco1 (centres undefined)
    -6 | 0 | 1.0 | 15 | -3 | -1.1 | 39 | -11 | -2
> CN(c1ccc(C(=O)Nc2ccccc2C(F)(F)F)cc1)S(C)(=O)=O
    -2 | 4 | 1.2 | 13 | 17 | 1.0 | 30 | -17 | 4
> CCn1cc(C(c2ccccc2)C(C(C)=O)[N+](=O)[O-])c2ccccc21 (centres undefined)
    -2 | x | 1.2 | 1 | 14 | 0.7 | 15 | 4 | 16
> COc1ccc(NC(=O)c2c(NC(=O)CNCc3ccco3)sc3c2CCC3)c(OC)c1
    3 | 10 | 0.0 | 11 | 21 | 1.2 | 71* | -13 | 58
> COc1ccc(-c2csc(Nc3cccnc3)n2)cc1
    -3 | -11 | 0.5 | 13&11 | -17 | -1.0 | 23 | 13 | -30&-8
> COc1ccc(OC)c(NC(=O)CCCN2C(=S)NC(C)(C)CC2C)c1 (centres undefined)
    -12 | 0 | 0.3 | 7 | -4 | -1.5 | 17 | 10 | -21
> C=CCc1ccc(OCCOc2ccc(/C=N/n3cnnc3)cc2OCC)c(OC)c1
    -4 | -3 | 0.1 | 11 | 38 | -1.3 | 50 | -17 | 24
> C(=C\c1ccccc1)/C=N/Nc1ccc2nncn2n1
    1 | x | -0.1 | 3 | -7 | 1.0 | -4 | 11 | -22
> O=c1c2c(-c3ccccc3)csc2ncn1/N=C/c1ccc(O)c([N+](=O)[O-])c1
    5 | 7 | 0.0 | 4 | 8 | -1.2 | 8 | 1 | -6
> COc1cccc(/C=N/NC(=O)CCc2c(C)n[nH]c2C)c1O
    6 | x | 0.2 | 14 | 28 | -1.0 | 9 | 4 | -37

(continued)
Each structure is followed by: 14-3-3 Bad inh | NPY Y1 blocker | TRPML3 agonist | EP2 antag | PPC-1+TRAIL kill | zfTRPN1 agonist | CHOP inh | NPY-Y1 PAM-ag | EP2 modulator
> COc1ccc(CNC(=O)C(c2ccncc2)N(C(=O)Cc2cccs2)c2ccccc2C)cc1 (centres undefined)
    -10 | 1 | -0.3 | 7 | 6 | 0.1 | 42 | 18 | -23
> COc1cccc(-n2c(SCC(=O)Nc3nccs3)nnc2-c2ccoc2C)c1
    7 | 4 | -0.7 | 8&18 | 5 | 0.3 | 27 | -38 | 17&21
> CS(=O)(=O)N1CCN(C/C=C/c2ccccc2)CC1
    -6 | 2 | 1.0 | 1 | 9 | -0.3 | 15 | -19 | 8
> CN1CCc2nc3ccccc3c(C(=O)OCC(=O)N(CCC#N)c3ccccc3)c2C1
    -3 | 3 | 0.5 | 5 | 10 | 1.7 | -1 | 16 | -18
> Fc1cc2ncn(Cc3ccccc3)c2cc1F
    6[fluorescence artefact?] | 2 | 0.1 | 5 | -13 | -0.7 | -7 | 15 | 9
> O=S(=O)(CCN(CCS(=O)(=O)C(F)(F)F)CC1CCCO1)C(F)(F)F (centres undefined)
    -9[fluorescence artefact?] | -6 | 1.2 | 6 | 9 | 1.4 | 0 | 12 | 27
> OCCN(CCO)c1ncnc2c1sc1nc(N3CCOCC3)c3c(c12)CCCC3
    10[fluorescence artefact?] | -3 | 1.1 | 6 | 23 | -0.7 | 15 | -4 | -12
> CC(NCCN(C)C)C(=O)C12CC3CC(CC(C3)C1)C2 (centres undefined)
    7 | x | 1.0 | 8 | -2 | 1.6 | -2 | -5 | -29
> Cc1ccc(-c2csc3ncnc(N4CCN(C(=O)c5ccccc5)CC4)c23)cc1
    0 | 13 | -0.3 | 14 | 21 | 5.9 | 54 | -23 | 55
> Cn1cc(CCC(=O)NCc2ccc3c(c2)OCO3)c2ccccc21
    -8[fluorescence artefact?] | -2 | -0.7 | 6 | 14 | -2.1 | -11 | 4 | -58
> CCOC(=O)c1cn(CC)c2cc(N3CCSCC3)c(F)cc2c1=O
    -3 | 4 | 0.2 | 17 | 19 | 0.0 | 2 | -3 | 14
> Cc1ccc2c(Cl)cc(Cl)c(OCC(=O)NC(=O)NCc3ccco3)c2n1
    -8[fluorescence artefact?] | 0 | -0.8 | 10 | -2 | -1.3 | -1 | -7 | 50
> CCC(=O)N1CCN(c2ccccc2NC(=O)c2ccc(-c3cccc([N+](=O)[O-])c3)o2)CC1
    1 | 1 | 0.2 | 9 | 21 | 0.1 | 21 | -2 | 5
> Cc1ccccc1CSc1nnc(-c2cccs2)n1Cc1ccco1
    -6[fluorescence artefact?] | 23* | -1.2 | 3 | 14 | -2.1 | -13 | -4 | 15
> COCCN(Cc1cn(C)nc1-c1ccccc1F)C(C)C
    -6 | 0 | 0.8 | 9 | -6 | 0.8 | 5 | 13 | 8
> CN1CCN(NC(=S)NC(C)(C)CC(C)(C)C)CC1
    -12 | 2 | 1.4 | 6 | 12 | 2.4 | 9 | 4 | -11
> O=C(NCc1ccccc1)c1cccc(COc2ccc(Cl)cc2)c1
    1 | 7 | -1.0 | 16 | 5 | 0.3 | -15 | 7 | -4
> N#C/C(=C\c1cc([N+](=O)[O-])ccc1Cl)C(N)=O
    -5 | 16 | 1.4 | 5 | 4 | 1.1 | -4 | 5 | -12
> N#Cc1cnc(SCC(=O)c2ccccc2)nc1N
    -6 | -8 | -0.2 | 7&15 | 28 | 13 | 23 | -21 | -17&-57
> O=C(Nc1cccn2ncnc12)c1ccc(Cl)cc1
    -3[fluorescence artefact?] | -5 | 0.0 | 4 | 10 | 0.2 | -4 | -1 | 21

3 of the compounds above, with bars between the fields:
structure | 14-3-3 Bad inh | NPY Y1 blocker | TRPML3 agonist | EP2 antag | PPC-1+TRAIL kill | zfTRPN1 agonist | CHOP inh | NPY-Y1 PAM-ag | EP2 modulator
CSc1cccc(NC(=S)N(CCCN2CCCC2)Cc2cccn2Cc2ccc(Cl)cc2)c1 | 36 | 6 | 0.5 | 2 | 13 | -0.1 | 22 | -18 | -13
Oc1ccc(CNc2ccccc2)c2cccnc12 | -74 | -2 | -0.4 | 3&6 | x | 0.1 | -99 | 0 | -4&-16
COc1ccc(N=Cc2nc(-c3ccccc3)oc2OC(C)=O)cc1 | 0 | x | 0.8 | 13 | 14 | 1.5 | -2 | 19 | -27

Going on with the list:
Each structure is followed by: 14-3-3 Bad inh | NPY Y1 blocker | TRPML3 agonist | EP2 antag | PPC-1+TRAIL kill | zfTRPN1 agonist | CHOP inh | NPY-Y1 PAM-ag | EP2 modulator
> CCCC(=O)N1CCC(O)(c2cccc(F)c2)CC1
    -6 | 6 | 0.4 | 8&4 | 2 | -0.6 | -7 | -10 | 10&-3
> COc1ccc(NC(=O)c2cccc(S(=O)(=O)N3CCc4ccccc43)c2)cn1
    -15 | -4 | 3.3 | 7 | 5 | 5.0 | 24 | 14 | -40
> O=[N+]([O-])c1cc(Cl)cc(/C=N/NC(=S)Nc2cc(S(=O)(=O)N3CCOCC3)ccc2Cl)c1O
    50 | x | 0.1 | 20 | 17 | -0.8 | 24 | 77* | -35
> O/N=C/c1ccnc(SCc2ccccc2)n1
    -1 | x | 0.5 | 14 | 6 | -1.4 | 11 | 18 | -21
> CN(C)/C=C(/C#N)C(=O)c1cccc(Oc2ccc(C(C)(C)C)cc2)c1
    -4[fluorescence artefact?] | 1 | 0.7 | 21 | -13 | 0.8 | 93* | 1 | 47
> COc1ccc(/C=c2\s/c(=C\C(=O)C(C)(C)C)[nH]c2=O)cc1O
    3 | x | 0.6 | 8 | 14 | -1.6 | -26 | 1 | -4
> CN(C(=O)Nc1ccccc1)C1CCS(=O)(=O)C1 (centres undefined)
    -8 | 7 | 0.4 | 7 | 16 | -1.5 | 3 | 9 | 24
> Cc1ccc(NC(=O)c2nnn(-c3cc(C)cc(C)c3)c2N)cc1
    1 | 5 | 1.3 | 9 | 4 | -1.0 | 32 | -12 | -48
> COc1ccc(C(=O)Nc2nnc(C(F)(F)F)s2)cc1
    -5 | 5 | 0.8 | 23 | -21 | 1.4 | x | 2 | 19
> Cc1cc(C(=O)NCc2cccs2)cs1
    2 | 3 | -0.4 | 8 | 5 | 1.2 | -8 | -26 | 0
